# Screening results (PubChem)
# JMJD2A Tudor = qHTS Assay for Inhibitors of JMJD2A-Tudor Domain; AlphaScreen JMJD2A-Tudor / H3K4me3 peptide binding; Potency, µM (titrated, usually from 114 µM), without a hit: at the highest dose activity change, negative = inhibition, actives largely listed as inhibitors; 4.4% of 390,000 active; also: % is scaled to controls: 0 for no effect and ±100 for the full control effect; nearly all actives have a fitted effect of over 50% in size
# ERG-DNA inh = qHTS for Small Molecule Inhibitors of the ERG Ets/DNA interaction; Transcriptional regulator ERG (Homo sapiens), P11308; fluorescence polarization, His-ERG Ets domain / labelled DNA; Potency, µM (highest dose often 76.9 µM), for the others: at the top dose FP activity, negative = inhibition, most hits filed as inhibitors; 0.028% of 370,000 active; AID 624246, 2012; active = well fitted inhibition curve with a large enough effect in the polarisation, with a control signal flat; inconclusive = small, poorly fitted or top-dose-only effect, or effect the other way, or a change in a side signal; inactive = no such curve, though single readings can be large or run the other way; the % refers to the polarisation;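 also: polarization taken with two DNA probes labelled with fluorescein and Texas red; % of control where 0% means no effect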
# Target sequence (P11308 whole entry, looked up, the tested form may be a part): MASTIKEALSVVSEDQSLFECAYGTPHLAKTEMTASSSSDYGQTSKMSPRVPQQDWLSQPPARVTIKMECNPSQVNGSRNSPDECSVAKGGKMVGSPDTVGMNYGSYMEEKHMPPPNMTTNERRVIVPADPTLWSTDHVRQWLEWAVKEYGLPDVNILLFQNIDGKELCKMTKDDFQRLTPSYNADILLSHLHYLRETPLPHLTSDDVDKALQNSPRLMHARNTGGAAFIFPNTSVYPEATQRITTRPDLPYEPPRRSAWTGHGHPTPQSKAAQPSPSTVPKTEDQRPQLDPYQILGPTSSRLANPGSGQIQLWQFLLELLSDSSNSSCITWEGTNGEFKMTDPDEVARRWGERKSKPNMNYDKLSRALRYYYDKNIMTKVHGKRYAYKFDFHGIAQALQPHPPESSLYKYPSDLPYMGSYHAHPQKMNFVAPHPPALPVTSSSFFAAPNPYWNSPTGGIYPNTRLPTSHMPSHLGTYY
#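 His-tagged ERG Ets domain (1 uM in the protein solution; 300mM KCl, 50mM Tris-HCl, 1mM EDTA, 1mM DTT, pH 7.5) received compound, then a probe mix of 5 nM fluorescein-DNA and 100nM Texas-615-DNA. Fluorescence polarization was read for both dyes.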
# Pin1 inhibitor = qHTS Assay to Find Inhibitors of Pin1; Peptidyl-prolyl cis-trans isomerase NIMA-interacting 1 (Homo sapiens), Q13526; Pin1 FP peptide displacement, HiFluor488, 10 min; AID 504891, 2011; Potency, µM (highest dose often 115 µM), for the others: top-dose activity, negative = inhibition, hits mostly inhibitors; 0.009% of 390,000 active; active = well fitted inhibition curve with a large enough effect in the polarisation, with a control signal flat, not every such curve was filed as active; inconclusive = small, poorly fitted or top-dose-only effect, or effect the other way, or a change in a side signal; inactive = no such curve, though single readings can be large or run the other way; the % refers to the polarisation; also: % is scaled to controls: 0 for no effect and ±100 for the full control effect
# RGS4 inhibitor = Inhibitors of Regulator of G Protein Signaling (RGS) 4: qHTS. Regulator of G-protein signaling 4 (Homo sapiens), P49798. Transcreener GDP fluorescence polarization, RGS4-accelerated GTP hydrolysis. Potency, µM (top dose mostly 114 µM), for the others: at the highest dose activity change, negative = inhibition, actives largely listed as inhibitors. 0.039% of 390,000 active. AID 504845, 2011; also: % is scaled to controls: 0 for no effect and ±100 for the full control effect; nearly all actives have a fitted effect of over 75% in size; some results filed as inactive show a strong effect at the top dose
#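 MLSMR compounds (23 nl, pin-transferred) preincubated 10 min at room temperature with a 500nM (2x) first reagent, then RGS4 at 900nM (2x) plus Transcreener GDP mix added; fluorescence polarization (620/688 nm) read before and after 90 min at 30 °C.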
# rTrxR1 inhibitor = qHTS Assay for Inhibitors of Mammalian Selenoprotein Thioredoxin Reductase 1 (TrxR1): qHTS; Thioredoxin reductase 1, cytoplasmic (Rattus norvegicus), O89049; recombinant rTrxR1, NADPH fluorescence consumption, selenite substrate; Potency, µM (top dose mostly 114 µM), for inactives: top-dose activity change, negative = inhibition, hits mostly inhibitors; 1% of 390,000 active; AID 588453, 2011; also: % is scaled to controls: 0 for no effect and ±100 for the full control effect; nearly all actives have a fitted effect of over 65% in size
# Target sequence (O89049 whole entry, looked up): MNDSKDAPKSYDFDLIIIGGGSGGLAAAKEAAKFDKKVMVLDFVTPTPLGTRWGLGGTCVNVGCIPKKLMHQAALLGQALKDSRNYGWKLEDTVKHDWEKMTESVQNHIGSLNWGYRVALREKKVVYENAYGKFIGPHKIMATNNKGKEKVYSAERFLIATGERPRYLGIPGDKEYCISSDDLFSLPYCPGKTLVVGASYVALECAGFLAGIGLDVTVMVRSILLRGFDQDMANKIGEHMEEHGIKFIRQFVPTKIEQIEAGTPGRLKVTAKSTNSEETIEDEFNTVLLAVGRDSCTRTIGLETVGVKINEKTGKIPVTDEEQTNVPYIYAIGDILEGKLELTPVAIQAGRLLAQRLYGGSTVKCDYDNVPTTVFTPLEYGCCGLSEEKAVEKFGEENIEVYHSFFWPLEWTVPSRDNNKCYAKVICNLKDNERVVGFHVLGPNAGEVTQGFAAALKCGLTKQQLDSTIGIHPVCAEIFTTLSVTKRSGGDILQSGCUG
#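 Rat TrxR1 (90 nM in the dispensed reagent) was pre-reduced with 400 uM NADPH for 5 min at room temperature, then incubated with compound for 15 min. After 400 uM selenite was added, NADPH fluorescence (Ex 340/Em 450 nm) was followed for 8 min.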
# HP1b binding inh = HTS for Inhibitors of HP1-beta Chromodomain Interactions with Methylated Histone Tails. Chromobox protein homolog 1 (Homo sapiens), P83916. AlphaScreen HP1-beta / biotin-H3K9me3 peptide binding. Potency, µM (series often up to 114 µM), for inactives: at the top dose activity change, negative = inhibition, actives largely listed as inhibitors. 0.56% of 390,000 active. AID 540317, 2011; also: nearly all actives have a fitted effect of over 70% in size; inactives centre near 23
#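 AlphaScreen: HP1-beta (50 nM) preformed 30 min with biotin-H3(1-18)K9me3 peptide (50 nM) in PBS pH 7.4, 0.01% Tween-20. Compound added for 30 min at RT, then streptavidin donor/nickel chelate acceptor beads (10 ug/mL) for 30 min.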
# 12-LOX inh = Primary qHTS assay for inhibitors of human arachidonate 12S-lipoxygenase (ALOX12): Round 2; purified 12hLO, xylenol orange hydroperoxide absorbance; Potency, µM (highest dose often 108 µM), for the others: at the top dose activity change, negative = inhibition, hits mostly inhibitors; 1.1% of 580,000 active; AID 1671190, 2021; also: % is scaled to controls: 0 for no effect and ±100 for the full control effect
#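 Purified human 12hLO (150 nM final) in 25 mM Hepes, 0.01% Triton X-100, pH 7.0 was preincubated 15 min at room temperature with compound. Then 40 uM arachidonic acid was added, 30 min. Hydroperoxide was read by Fe-XO absorbance ratio 573/405 nm.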
# Tb PGK inh = qHTS Assay to Find Inhibitors of Phosphoglycerate Kinase | Phosphoglycerate kinase, glycosomal (Trypanosoma brucei brucei), P07378 | PGK/GAPDH coupled, Kinase-Glo luminescence, 60 min | Potency, µM (highest dose often 57.5 µM), for the others: at the highest dose activity change, negative = inhibition, most hits filed as inhibitors | 0.043% of 380,000 active | AID 602233, 2012; also: % is scaled to controls: 0 for no effect and ±100 for the full control effect; nearly all actives have a fitted effect of over 60% in size
#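 Recombinant glycosomal PGK reaction used 1,3-bisphosphoglycerate generated in-well by GAPDH (100nM final) in 100mM TEA pH 7.6, 5mM MgCl2, 0.01% Tween-20. After 60 minutes at room temperature, ATP was read by Kinase-Glo Plus luminescence end-point.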
# GLS inh = qHTS for Inhibitors of Glutaminase (GLS); Glutaminase kidney isoform, mitochondrial (Homo sapiens), O94925; GLS enzymatic activity, qHTS titration; Potency, µM (top dose mostly 45.5 µM), for inactives: top-dose activity change, negative = inhibition, actives largely listed as inhibitors; 0.21% of 410,000 active; AID 624170, 2012; also: % is scaled to controls: 0 for no effect and ±100 for the full control effect
#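 Two-point fluorescence kinetic (t0, 30 min RT) for hKGA; glutamate detected via glutamate oxidase–HRP–Amplex Red. Substrate: 1 mM L-glutamine solution; buffer 45 mM KH2PO4, pH 8.2.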
# Numbers without * were called inactive; i = inactive; ? = inconclusive; nt = no result given; & = joins results of further samples; [ ] = another dose, or the depositor's remark. Unless noted, calls follow the shape of the dose curve; as a rule, active = well fitted curve in the direction sought with a large enough effect; inconclusive = small, poorly fitted or top-dose-only effect, or another doubt; inactive = no such curve, though single readings can be large; an effect the other way counts as inactive or inconclusive. Potency is read from the fitted curve at half-maximal effect. Only part of the results is shown; count on the stated rates, not on these rows.
compound	RGS4 inhibitor	Tb PGK inh	HP1b binding inh	Pin1 inhibitor	JMJD2A Tudor	GLS inh	ERG-DNA inh	rTrxR1 inhibitor	12-LOX inh
O=C(C(Cc1ccccc1)n1cccc1)N1CCN(c2ncccn2)CC1 (stereo not given)	19%	0%	10%	0%	-25%	2%	-3%	3%[57.1 µM]	39%[activator]
CCN(CC)CCCN1CC(=O)N2[C@@H](Cc3c([nH]c4ccccc34)C2(C)C)C1=O	13%	i	19%	-1%	-21%	5%	-4%	14%	-1%
CCn1c(SCCOc2ccc(Cl)cc2)nnc1-c1cccs1	19%	2%	6%	-1%	-12%[57.1 µM]	-14%	-1%	9%	?
Cc1ccn2cc(C(=O)Nc3cccc(C(=O)NC4CC4)c3)nc2c1	14%	1%	4%	-1%	-11%	11%	-6%	1%[57.1 µM]	12%
CCOC(=O)C1=C(C)N=c2s/c(=C/c3cccc([N+](=O)[O-])c3O)c(=O)n2C1c1ccccc1 (stereo not given)	?	-11%	14µM*	nt	28µM*	?	94%[activator]	-16%[57.1 µM]	?
COc1ccc(S(=O)(=O)NCC(=O)NCc2cc(=O)n(C)c(=O)n2C)cc1C	-4%	8%	29%	2%	-8%	-3%	-8%	17%	9%
COC(=O)[C@@H]1C[C@@]2(O)[C@H](O)[C@H](O)[C@H](O)C[C@H]2N1Cc1ccc(C(C)(C)C)cc1	-8%	10%	24%	-3%	-9%	1%	-4%	6%	-11%
COc1ccc2c(c1OC)C(=O)OC2Nc1ncc(Br)cc1Br (stereo not given)	10%	-6%	29%	?	15%	nt	0%	8%	-9%
CC1=CC(=NOC(=O)/C=C/c2ccccc2)C=C(C)C1=O	?	-9%	-21%	4%	-27%	20%	-12%	-49%	2%
Cc1ccc(NC(=O)C(C)OC(=O)CSc2ccccc2)cc1 (stereo not given)	30%	0%	32%	3%	7%	0%	3%	-6%[57.1 µM]	-23%
CCC(=O)NC(=S)Nc1cccc(NC(=O)c2ccc(Cl)cc2Cl)c1	-20%	-2%	27%	6%	-23%	9%	2%	?	0%
FC(F)(F)c1cccc(NC(=S)Nc2cccc(NC(=S)Nc3cccc(C(F)(F)F)c3)n2)c1	-34%	i	?	0%	?	-14%	9%	?	-23%
COc1ccc(/C=C/C(=O)N2CCN(C)CC2)cc1OC	-4%	i	56%[activator]	7%	-7%	10%	-5%	0%	?
CCCNC(=O)c1cc2nc(-c3ccccc3)cc(C(F)(F)F)n2n1	3%	-2%	28%	1%	-5%	-2%	-1%	-12%[57.1 µM]	-24%
NS(=O)(=O)c1ccc(CCNc2nc3c(-c4cccc(F)c4)nnn3c3ccc(Cl)cc23)cc1	-12%	-7%	46%[activator]	-1%	-27%	-10%	-1%	10%	?
O=C(O)C1C2C=CC3(O2)C1C(=O)N1c2ccccc2COC13 (stereo not given)	3%	i	27%	0%	-3%	0%	13%	9%[57.1 µM]	0%
CCS(=O)(=O)N1CCC(C(=O)NCc2cccs2)CC1	11%	nt	26%	-2%	-8%	-1%	-15%	-3%	-8%
CCCCn1nc(C(=O)NNC(=O)c2ccncc2)c2ccccc2c1=O	-7%	-7%	32%	2%	5%	1%	-3%	-16%	nt
CCOC(=O)C1(Cc2cccc(OC)c2)CCN(C/C=C/c2ccc(OC)cc2)CC1	-22%	-6%	-15%	0%	?	0%	-1%	-12%[57.1 µM]	-14%
CCN(CCCNC(=O)COc1cc(=O)n(C)c2ccccc12)c1cccc(C)c1	-5%	7%	-1%	3%	?	35%[activator]	-6%	0%	-4%
CC(=O)COC(=O)C1=NN(c2ccccc2)C(=O)CC1	10%	i	5%	-6%	-16%	-9%	-6%	13%[57.1 µM]	-6%
O=C(NCc1ccccc1C(F)(F)F)C1CC(c2ccccc2[N+](=O)[O-])=NO1 (stereo not given)	0%	i	4%	?	-26%	-2%	5%	14%	-8%
CSc1cccc(NC(=O)c2ccc3c(c2)CCCN3S(C)(=O)=O)c1	5%	i	30%	-5%	-30%	-15%	2%	20%	-5%
O=C(CSc1nnc(CNC(=O)c2cccs2)o1)Nc1ccccc1C(F)(F)F	-5%	-9%	47%[activator]	-11%	-8%	1%	-9%	9%	-24%
COCCN(Cc1ccc(F)cc1)C(=O)c1cc2ccccc2oc1=O	-1%	-2%	59%[activator]	0%	-14%	1%	-1%	8%	-8%
COCCNC(=O)CCC1CCN(Cc2cccc(Oc3ccccc3)c2)CC1	10%	-5%	11%	-8%	-5%	-8%	-1%	6%[57.1 µM]	-5%
COc1cc(C)ccc1OCCSc1nc2ccc(NC(=O)c3ccccc3F)cc2s1	-19%	-12%	49%[activator]	-2%	4%	1%	0%	43%[activator]	-6%
CC(C)N1C(=O)N(c2cccc(Cl)c2)C(C)(O)CC1(C)C (stereo not given)	-18%	-10%	29%	-3%	-1%	-14%	0%	7%	0%
O=C(NCCc1ccccc1)c1ccc2c(c1)N(Cc1c(F)cccc1Cl)C(=O)CS2	5%	10%	24%	66%[activator]	-12%	10%	3%	-5%	0%
Cc1sc2ncnc(SCC(=O)Nc3ccc(CN4CCCC4)cc3)c2c1C	-26%	0%	17%	2%	-18%	-4%	-2%	24%	41%&-5%[activator]
C/C(CC(=O)Nc1ccc(Cl)cc1Cl)=N\NC(=O)c1cnccn1	-27%	2%	52%[activator]	1%	-15%	16%	12%	-4%	1%
O=C(Nc1nc(-c2ccc(F)c(F)c2)cs1)c1cc([N+](=O)[O-])ccc1N1CCOCC1	-31%	-4%	12%	7%	?	-1%	?	-6%	-3%
O=S(=O)(O)c1cc(O)c2cc(Nc3ccccc3)ccc2c1	?	?	35µM*	?	14µM*	?	0%	?	35µM*
CC(=O)N(Cc1ccco1)C1(C(=O)NC2CCCCC2)CCCCC1	-10%	-3%	16%	3%	-15%	2%	0%	-1%[57.1 µM]	2%
Cc1ccc(S(=O)(=O)N(C)C)cc1NC(=O)CSc1nnc(C2CC2)n1C1CC1	-9%	-4%	25%	-6%	-17%	-5%	3%	5%	0%
CN1CCC(C(=O)C(=O)O)C1=O (stereo not given)	-12%	0%	71µM*	58%[activator]	20µM*	23%	22%	-13%[11.4 µM]	?
NS(=O)(=O)c1ccc(NC(=O)CN2CCCCC2)cc1	17%	-5%	21%	-4%	-12%	-11%	-1%	7%	-19%
CSc1nccc(N/N=C/c2ccccc2)n1	4%	-7%	-12%	0%	-15%	-5%	-3%	-3%	3%
COc1ccc(C(c2c(C)n(C)n(-c3ccccc3)c2=O)c2c(C)n(C)n(-c3ccccc3)c2=O)c(OC)c1OC	-40%	i	61%[activator]	3%	-12%	-1%	?	7%[57.1 µM]	-16%
CCOC(=O)N1CCN(S(=O)(=O)c2ccc(C(=O)Nc3nc4ccccc4s3)cc2)CC1	-3%	-9%	22%	4%	-14%	1%	nt	-18%	9%
Cc1ccccc1C(=O)NC(=S)N(C)C1CCCCC1	-47%	-4%	30%	-5%	-12%	17%	-5%	2%	396%[activator]
COc1cc(NC(=O)NCCN2CCN(c3ccc(Cl)cc3)CC2)ccc1C	-17%	-2%	-19%	-2%	-33%	9%	-1%	0%[57.1 µM]	5%
Cc1c(S(=O)(=O)NCc2ccccc2)c(=O)n(C)c(=O)n1C	4%	i	35%	-10%	-15%	-3%	4%	15%	8%
Cc1cccc(Cn2c(N3CCN(c4ccccc4)CC3)nc3c2c(=O)n(C)c(=O)n3C)c1	1%	-5%	5%	7%	-6%	0%	nt	8%	25%
Cc1cc([N+](=O)[O-])cc2c1NCC1CC=CC21 (stereo not given)	12%	-10%	7%	-1%	-32%	4%	9%	3%	3%
O=C(NCCCN1CCCC1=O)c1ccccc1NS(=O)(=O)c1ccc(F)cc1	0%	-8%	31%	-8%	-7%	-6%	nt	7%	-1%

# 2 records picked at random from those above:
compound	RGS4 inhibitor	Tb PGK inh	HP1b binding inh	Pin1 inhibitor	JMJD2A Tudor	GLS inh	ERG-DNA inh	rTrxR1 inhibitor	12-LOX inh
COc1cc(NC(=O)NCCN2CCN(c3ccc(Cl)cc3)CC2)ccc1C	-17%	-2%	-19%	-2%	-33%	9%	-1%	0%[57.1 µM]	5%
Cc1ccccc1C(=O)NC(=S)N(C)C1CCCCC1	-47%	-4%	30%	-5%	-12%	17%	-5%	2%	396%[activator]

# A few values from the results shown:
# RGS4 inhibitor result of Cc1c(S(=O)(=O)NCc2ccccc2)c(=O)n(C)c(=O)n1C stands at 4%
# Pin1 inhibitor result of Cc1cccc(Cn2c(N3CCN(c4ccccc4)CC3)nc3c2c(=O)n(C)c(=O)n3C)c1 stands at 7%
